Mm-Cpn inhibitor: Inhibitors of TCP-1 ring complex (TRiC) of Methanococcus maripaludis (MmCpn): qHTS; Chaperonin Mm-Cpn (Methanococcus maripaludis); purified Mm-Cpn ATPase, ADP Transcreener TR-FRET; Potency, µM (top dose mostly 76.9 µM), inactives show at the highest dose activity, negative = inhibition, usual class: inhibitors; hit rate 0.031% among 330,000; further: potency means the concentration at half of the fitted maximal effect; on the % scale 0 is the no-effect control and ±100 the full control effect; nearly all actives have a fitted effect of over 80% in size
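Compound-treated chaperonin, 25 nM final, turns over 10 uM ATP at 37°C for 30 min following a 10 min preincubation; ADP generated competes with ADP-d2 for Eu-cryptate antibody, lowering FRET.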
EPAC2 antagonist: qHTS for Antagonist of cAMP-regulated guanine nucleotide exchange factor 2 (EPAC2): primary screen; Rap guanine nucleotide exchange factor 4 (Homo sapiens), Q8WZA2; EPAC2 GEF exchange of Rap1B-BODIPY-GDP, fluorescence; Potency, µM (doses to about 114 µM), for inactives: at the highest dose activity, negative = inhibition, hits mostly inhibitors; hit rate 0.18% among 360,000; AID 720708, 2013; further: potency means the concentration at half of the fitted maximal effect; on the % scale 0 is the no-effect control and ±100 the full control effect; nearly all actives have a fitted effect of over 45% in size; many of its hits are not listed in these tables
EPAC1 ag: qHTS for Agonist of cAMP-regulated guanine nucleotide exchange factor 3 (EPAC1): primary screen; Rap guanine nucleotide exchange factor 3 (Homo sapiens), O95398; EPAC1 agonist qHTS, biochemical assay; response scale: 100% = response to 6.5 mM cAMP; Potency, µM (series often up to 154 µM), for inactives: at the top dose activation, actives largely listed as activators; hit rate 0.073% among 360,000; further: potency means the concentration at half of the fitted maximal effect; nearly all actives have a fitted effect of over 60% in size
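Read-out is the fluorescence drop as BODIPY-GDP leaves Rap1B (480 nm excitation, 540 nm emission), recorded every 5 minutes over 30 minutes. Reactions held 100 nM EPAC1, 250 nM Rap1B–BODIPY-GDP and 50 uM GDP, with 6.5 mM cAMP setting full activation.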
EPAC1 antagonist: qHTS for Antagonist of cAMP-regulated guanine nucleotide exchange factor 3 (EPAC1): primary screen. Rap guanine nucleotide exchange factor 3 (Homo sapiens), O95398. EPAC1 GEF assay, Rap1b-BODIPY-GDP exchange fluorescence. Potency, µM (series often up to 115 µM), for the others: at the highest dose activity change, negative = inhibition, actives largely listed as inhibitors. hit rate 0.14% among 360,000. AID 720709, 2013;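 further: potency means the concentration at half of the fitted maximal effect; plate controls were vehicle for no effect and positive control for full effect; nearly all actives have a fitted effect of over 50% in size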
PI5P4Ka inh: qHTS for Inhibitors of phosphatidylinositol 5-phosphate 4-kinase (PI5P4K) | Phosphatidylinositol 5-phosphate 4-kinase type-2 alpha (Homo sapiens), P48426 | PI5P4Kalpha enzyme, ADP-Glo luminescence, 60 min; hits give low values | max response, % | hit rate 1.2% among 330,000; active means max response of -50% or lower; inconclusive means between -30% and -50%; inactive means -30% or higher; further: value at the top dose of about 77 µM; on the % scale 0 is the no-effect control and ±100 the full control effect
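ADP-Glo luminescence end-point after a 60 min room-temperature kinase reaction. PI5P4Kalpha and substrate in HEPES pH 7.4 buffer with EGTA, 0.1% CHAPS and 5% DMSO; ATP at 5 microM final.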
CCT modulator: High-Throughput Screening for Modulators of Cytosolic Chaperonin Activity | purified chaperonin ATPase assay, HTRF ADP detection, 30 min | activity change, % (test concentration not listed), hits read low | hit rate 0.3% among 360,000 | AID 651819, 2012; in the data active means activity change below about -30%; further: on the % scale 0 is the no-effect control and ±100 the full control effect
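TRiC at 40 or 20 nM final (batch-dependent) in 30 mM Tris pH 7.4, 100 mM KCl, 5 mM MgCl2, 1 mM DTT, with compound at single 76 uM and 10 uM ATP, 30 min at 37 deg C. ADP detected by HTRF Transcreener, 665/615 ratio.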
WRN inhibitor: qHTS for Inhibitors of WRN Helicase | Bifunctional 3'-5' exonuclease/ATP-dependent helicase WRN (Homo sapiens), Q14191 | WRN helicase unwinding, fluorescent forked duplex, kinetic | Potency, µM (doses to about 114 µM), for inactives: at the top dose activity change, negative = inhibition, actives largely listed as inhibitors | hit rate 0.46% among 360,000; further: potency means the concentration at half of the fitted maximal effect; on the % scale 0 is the no-effect control and ±100 the full control effect; nearly all actives have a fitted effect of over 55% in size
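Kinetic fluorescence helicase assay: unwinding of a quenched forked DNA duplex (100 nM final) with 2 mM ATP final raises red fluorescence (525/598 nm). Compounds sat 15 min at room temperature with 20 nM WRN beforehand.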
PLK1 PBD block: qHTS for Inhibitors of PLK1-PDB (polo-like kinase 1 - polo-box domain): Primary Screen. Serine/threonine-protein kinase PLK1 (Homo sapiens), P53350. Plk1 PBD binding of FITC phosphopeptide, fluorescence polarization. Potency, µM, without a hit: max response, negative = inhibition, actives largely listed as inhibitors. hit rate 2.8% among 360,000. AID 720504, 2013; further: potency means the concentration at half of the fitted maximal effect; series mostly up to about 57 µM; on the % scale 0 is the no-effect control and ±100 the full control effect; nearly all actives have a fitted effect of over 65% in size
* marks the source's active call; other numbers are inactive results; ? = inconclusive; nt = no result given. Unless noted, the call rests on the fitted dose curve; in most records, active means well fitted curve in the direction sought with a large enough effect; inconclusive means small, poorly fitted or top-dose-only effect, or another doubt; inactive means no such curve, though single readings can be large; an effect the other way counts as inactive or inconclusive. Not all compounds are listed; count on the stated rates, not on these rows.

smiles,Mm-Cpn inhibitor,EPAC2 antagonist,EPAC1 ag,EPAC1 antagonist,PI5P4Ka inh,CCT modulator,WRN inhibitor,PLK1 PBD block
C/C(=N\Nc1nccnc1Cl)c1c(F)c(F)c(F)c(F)c1F,0%,10%,-5%,12%,-7,-2.7,4%,-2%
CCOc1cc(NC(=O)c2ccccn2)c(OCC)cc1NC(=O)c1cccc(C)c1,2%,-5%,4%,8%,1,-1.6,10%,-12%
Nc1nc(NCCOCCO)nc(N2CCCCCC2)c1[N+](=O)[O-],1%,-5%,8%,4%,-4,-3.3,-13%,-11%
O=C(CCc1ccccc1)N/N=C\C1CC=CCC1 (centres undefined),2%,-10%,-1%,-9%,8,1.3,0%,3%
O=C1c2cccc(OCC(=O)N3CCCc4ccccc43)c2CCN1Cc1cccnc1,2%,13%,-3%,-7%,1,1.7,0%,-12%
COCC(=O)NCc1nc2ccccc2n1Cc1ccccc1F,-6%,6%,2%,12%,nt,-2.0,0%,-1%
COCCn1c(SCC(=O)NC2CCCC2)nc2ccccc2c1=O,-1%,23%,-3%,15%,5,0.5,-5%,-6%
Clc1ccc(/C=N/Nc2nnc(Cl)c3ccccc23)cc1,2%,1%,1%,-3%,nt,-1.1,-9%,4%
N#CN1CCC(NS(=O)(=O)c2ccc(C(F)(F)F)cc2)CC1,0%,2%,-25%,6%,nt,nt,nt,nt
Cc1cccc(C(=O)NCCCN2CCCC2=O)c1,0%,11%,8%,9%,1,0.1,3%,-8%
Cc1c(NC(=O)C(C)Sc2ccccc2)c(=O)n(-c2ccccc2)n1C (centres undefined),3%,4%,2%,-6%,0,0.1,-6%,-4%
CCC(=Nc1ccc(N)cc1)C1=C(O)C(C(=O)OC)C(C)(C)CC1=O (centres undefined),-10%,3%,14%,4%,nt,-0.1,-6%,-6%
COc1ccc(NC(=S)NNC(=O)c2cccs2)cc1,-3%,9%,8%,-25%,-7,0.2,-10%,-4%
COc1cc(NC(=O)Cn2cnc(S(=O)(=O)N3CCOCC3)c2)cc(OC)c1OC,0%,24%,-5%,-4%,-8,-1.1,2%,0%
O=C(CN(C1CCCCC1)S(=O)(=O)c1ccccc1)NCc1cccnc1,0%,1%,1%,-8%,-7,-1.6,2%,-2%
O=C(Nc1ccnn1C1CCN(C2CCC2)CC1)c1cccc(F)c1,-2%,-13%,5%,-8%,2,-1.1,-6%,-13%
Cc1ccc(C(CNC(=O)Nc2ccccc2)N2CCN(C)CC2)cc1 (centres undefined),-2%,7%,5%,3%,-3,0.2,4%,-6%
COc1cccc(-c2nc3ccc([N+](=O)[O-])cc3o2)c1,0%,6%,1%,12%,2,2.8,-8%,4%
Cn1c(=O)c2cc(NC(=O)NCc3ccc(F)cc3)ccc2n1Cc1cccc(C(F)(F)F)c1,nt,-10%,-13%,-12%,-3,0.5,2%,-3%
COCCNC(=O)c1cc(C(=O)CC(C)C)c[nH]1,-1%,3%,0%,-16%,-7,-2.1,6%,-2%
Cn1ncc2nnn(-c3ccccc3)c(=O)c21,1%,2%,0%,5%,0,-7.2,-16%,-4%
CC12COC3(C(=O)Nc4ccc([N+](=O)[O-])cc4)CC1CCC32C (centres undefined),-3%,1%,-7%,-17%,-5,-6.7,2%,2%
COc1ccc(S(=O)(=O)NC2CCCCC2)cc1C(=O)N1CCCCC1,-2%,-7%,-16%,-8%,4,-1.1,3%,-6%
O=C1NC(c2cccc([N+](=O)[O-])c2)Oc2ccccc21 (centres undefined),-2%,-1%,3%,4%,-23,-3.4,-27%,-11%
COC(=O)[C@H]1[C@@H](C)N(Cc2ccccc2)C(=O)N[C@H]1c1cccc(C(F)(F)F)c1,nt,1%,-9%,-10%,12,-3.3,-4%,?
O=C(CN1C(=O)c2ccccc2S1(=O)=O)NC1CC2CCC1C2 (centres undefined),-1%,-3%,-2%,-6%,1,-10,2%,-4%
CC1(c2ccc3c(c2)OCO3)NC(=O)N(CC(=O)Nc2ccccc2[N+](=O)[O-])C1=O (centres undefined),-3%,-3%,4%,-1%,4,-0.4,-4%,-1%
COc1ccc(CCN2C(=O)CS/C2=N\NC(=O)c2ccc(C(C)(C)C)cc2)cc1OC,1%,-1%,-1%,-1%,-5,2.2,1%,-6%
CCOC(=O)/C(C#N)=C/Nc1cc(F)ccc1C,2%,8%,13%,-15%,-1,1.2,5%,-3%
CC1(C)CC(NC(=O)CC(c2ccccc2)c2ccccc2)CC(C)(C)N1,0%,-1%,9%,-23%,1,1.1,-1%,-2%
Oc1ccc(Br)cc1-c1nc2cnccn2c1NC1CCCC1,-4%,-3%,18%,-8%,nt,0.3,-13%,-2%
CC(C)C(=O)Nc1ccc(N2CCCC2)c(Cl)c1,0%,12%,-13%,13%,-1,-2.2,-5%,2%
CC(=O)c1ccc(N(CC(=O)NC2CCCCC2)C(=O)CNC(=O)c2ccco2)cc1,-1%,-3%,6%,-24%,-1,0.1,3%,-6%
Cc1cc(C(=O)CN2C(=O)NC(CCS(C)(=O)=O)C2=O)c(C)n1C1CC1 (centres undefined),-1%,-1%,10%,-2%,2,-0.5,0%,-1%
O=C1c2ccccc2CC1(Cc1ccccc1)Cc1ccccc1,-1%,-5%,0%,-8%,13,-0.4,-8%,-2%
Cc1ccccc1CN1CCN(C(=O)[C@H]2O[C@@H](n3ccc(=O)[nH]c3=O)[C@H](O)[C@@H]2O)CC1,nt,7%,0%,6%,1,0.5,-5%,-5%
Cc1ccc(-c2ccc(C#N)c(=O)n2CC(=O)N(C)C)cc1,-5%,17%,-9%,-14%,0,1.2,-15%,-1%
COc1ccc(C(C(=O)NC2CCCC2)N(C(=O)Cc2cccs2)C2CC2)cc1OC (centres undefined),0%,-6%,4%,-1%,-1,-0.4,-2%,-3%
C[C@@H]1CN([C@@H](C)CO)C(=O)CCCn2cc(nn2)CO[C@H]1CN(C)S(=O)(=O)c1ccc2ccccc2c1,nt,0%,-19%,9%,-5,-6.0,7%,-22%
O=C(Nc1ccc(Cl)cc1)C1CCN(C(=O)NC2CCCCC2)CC1,1%,14%,0%,10%,1,1.1,10%,0%
C#CCOc1ccc(C2C3=C(CC(C)(C)CC3=O)N(CC(=O)O)C3=C2C(=O)CC(C)(C)C3)cc1OC,1%,0%,5%,-8%,-2,-2.8,5%,-1%
Cc1cc(C)c(N2C(=O)C3C4CC(=O)C(c5ccccc54)C3C2=O)c(C)c1 (centres undefined),0%,10%,-2%,-9%,7,1.1,6%,3%
CC(=O)c1cccc(NC(=O)CCN2C(=O)C3CC=CCC3C2=O)c1 (centres undefined),0%,-6%,15%,8%,6,-0.4,-10%,-1%
COc1ccccc1-n1c(SCC(=O)N2CCc3ccccc32)nc2c(c1=O)SCC2,-6%,3%,-1%,-16%,-2,-0.2,1%,6%
COc1ccc(NC(=O)CN2C(=O)C(=O)N(C3CCCC3)C2=O)c(OC)c1,0%,4%,11%,-4%,6,-0.4,-1%,0%
Cc1c(C)c2ccc(OCC(=O)c3ccccc3)cc2oc1=O,-5%,12%,5%,-30%,-3,-3.2,-20%,-18%
COc1ccc(CNC(=O)CCC(=O)c2ccccc2)cc1,0%,11%,7%,-2%,7,-0.4,-5%,3%
Cc1cc(OCC(=O)Nc2sc3c(c2C#N)CC(C)(C)NC3(C)C)c(C(C)C)cc1Cl,4%,6%,-9%,-8%,2,-1.8,3%,-1%
CCOC(=O)N1CCN(C(=O)C2CCN(C(=O)Nc3ccccc3)CC2)CC1,-12%,20%,-5%,0%,6,-25,0%,1%
CCCNC(=O)CC1C(=O)N(Cc2ccccc2)C(C)c2nc3ccccc3n21 (centres undefined),-1%,8%,-3%,-20%,nt,-2.0,8%,1%
O=c1[nH]c(N2CCCCCC2)nc2ncn(Cc3ccccc3)c12,1%,13%,7%,13%,0,2.2,-10%,0%
CC(C)(CNCc1ccccc1)NS(=O)(=O)c1ccccc1,2%,3%,7%,8%,5,-1.8,-21%,-5%
O=C(NN1CCOCC1)c1cc(-c2ccncc2)nc2ccccc12,4%,13%,5%,9%,-6,-1.1,0%,-7%
Cc1cc(C(=O)N/N=C/c2cc(Cl)cc([N+](=O)[O-])c2O)c2ccccc2n1,-1%,-6%,-9%,-8%,-29,1.7,-20%,-15%
S=c1[nH]nc(-c2ccc3ccccc3n2)n1-c1cc(Cl)cc(Cl)c1,-5%,0%,5%,-12%,-4,-1.6,-7%,-26%
CCCCC(CC)C(=O)N1CCN(C(=O)c2ccco2)CC1 (centres undefined),0%,2%,-1%,-14%,2,-1.5,11%,-12%
C=CCn1c(=N)n(CC(=O)c2ccc(OC)cc2)c2ccccc21,-1%,2%,-1%,-21%,1,-1.4,3%,1%
Cc1ccc(CN(C(=O)c2ccc([N+](=O)[O-])cc2)C2CCS(=O)(=O)C2)o1 (centres undefined),0%,3%,7%,6%,-25,-2.2,-1%,3.8µM*
O=C(O)C1CCCN1C(=O)NC1CCCCC1 (centres undefined),2%,15%,2%,-9%,1,1.0,3%,1%

Some of the entries so far, with values ahead of the structure:
Mm-Cpn inhibitor	EPAC2 antagonist	EPAC1 ag	EPAC1 antagonist	PI5P4Ka inh	CCT modulator	WRN inhibitor	PLK1 PBD block	structure
nt	7%	0%	6%	1	0.5	-5%	-5%	Cc1ccccc1CN1CCN(C(=O)[C@H]2O[C@@H](n3ccc(=O)[nH]c3=O)[C@H](O)[C@@H]2O)CC1
-4%	-3%	18%	-8%	nt	0.3	-13%	-2%	Oc1ccc(Br)cc1-c1nc2cnccn2c1NC1CCCC1
